Screening results: PubChem, several laboratories
MC4R antagonist = human MC4R antagonism in cAMP assay; P32245; MC4R-expressing cells, MTII-stimulated cAMP, LANCE TR-FRET; inhibition, % at 6.5 µM; 360,000 compounds, 0.48% hits; AID 540295;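 active means inhibition above its plate's cutoff, the mean of tested wells on that plate plus 3 SD, cut at about 29% in these data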;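 further: 0% = Melanotan II alone and 100% = Melanotan II plus saturating MCL0020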
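System – human MC4R-expressing U2OS cells · Also added – Melanotan II · Dosing – one concentration, 6.5 µM nominal · Timing – 30-min compound, 1-h challenge, 1-h detection, room temperature · Measured by – Eu-cAMP/anti-cAMP TR-FRET, emission 671 nm · Replicates – singlicate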
Cardio protect = myocardial damage modulation in H9c2 cells | H9c2 cardiomyocytes, H2O2 injury protection, ATPLite, 2 h | protection from H2O2 cell death, % at 20 µM | 360,000 compounds, 0.63% hits | AID 588492;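 active means compounds giving at least 50% protection of heart cells from peroxide-induced death in the single-dose screen, raw or plate-pattern-corrected value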;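 further: 0% = DMSO wells with peroxide and 100% = DMSO wells without peroxide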
HTR2A ag = mouse HTR2A agonism via beta-arrestin recruitment; CHO-K1 mHTR2A beta-arrestin complementation, luminescence; percent of 30 µM serotonin response; activation, % at 7.6 µM; 360,000 compounds, 0.66% hits; AID 624169;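 active means activation above a run cutoff, the mean activation of all tested compounds plus 3 SD, cut at about 14% in these data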;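 further: 0% = plate median of compound wells and 100% = 30 µM serotonin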
aDG glyco up = increases alpha dystroglycan glycosylation | Pro5-aDG cells, alpha-DG glycosylation AlphaScreen (IIH6); 0% Pro5, 100% B10-LARGE cell signal | activation, % at 10 µM | 360,000 compounds, 0.22% hits;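 active means activation of at least 8% versus controls, or a plate z-score of at least 8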;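 further: Pro5 are CHO cells carrying HIG-tagged alpha-DG that lacks glycosylation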
N-glyco inh = N-linked glycosylation inhibition. D54 ERlucT glycosylation luciferase reporter, 24 h; percent of 100 nM tunicamycin response. reporter increase, % at 12.5 µM. 360,000 compounds, 0.23% hits. AID 588692;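 active means mean luciferase reporter signal, scaled so untreated is 0 and the glycosylation-blocking control 100, at or above a set limit in every replicate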;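 further: luciferase carries N-glycosylation sites so blocking glycosylation raises the light; 0% = median of neutral control wells and 100% = median of 100 nM tunicamycin wells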
MC4R barr agon = agonists of human melanocortin 4 receptor (MC4R) beta-arrestin; U2OS MC4R beta-arrestin complementation, luminescence; percent of melanotan II response, DMSO zero; P32245; 360,000 compounds, 0.98% hits; activation, % at 8.9 µM;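 active means activation above a per-plate cutoff, the mean activation of sample wells on that plate plus 3 SD, cut at about 8% in these data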
ABHD5-PLIN5 inh = blocks binding of human ABHD5 to perilipin-5; 360,000 compounds, 0.78% hits; Q00G26+Q8WTS1; Split G. princeps luciferase complementation, luminescence, 4 h; inhibition, % at 4 µM;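 active means inhibition above the mean inhibition across every tested compound plus 3 SD, cut at about 22% in these data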;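 further: 0% = DMSO only wells and the 100% control is not disclosed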
Target sequence (Q00G26 whole entry, looked up): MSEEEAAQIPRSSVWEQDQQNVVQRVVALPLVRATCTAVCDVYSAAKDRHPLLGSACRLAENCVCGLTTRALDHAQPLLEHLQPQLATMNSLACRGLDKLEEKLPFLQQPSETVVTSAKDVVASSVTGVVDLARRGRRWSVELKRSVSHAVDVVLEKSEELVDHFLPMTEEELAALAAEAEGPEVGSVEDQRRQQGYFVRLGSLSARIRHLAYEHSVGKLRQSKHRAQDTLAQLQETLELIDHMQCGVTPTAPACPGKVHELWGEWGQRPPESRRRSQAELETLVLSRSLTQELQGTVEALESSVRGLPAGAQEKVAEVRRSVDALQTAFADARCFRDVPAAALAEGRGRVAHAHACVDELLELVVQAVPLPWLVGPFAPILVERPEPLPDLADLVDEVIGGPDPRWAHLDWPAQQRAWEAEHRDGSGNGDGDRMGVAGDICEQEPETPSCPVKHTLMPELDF
Target sequence (Q8WTS1 whole entry, looked up): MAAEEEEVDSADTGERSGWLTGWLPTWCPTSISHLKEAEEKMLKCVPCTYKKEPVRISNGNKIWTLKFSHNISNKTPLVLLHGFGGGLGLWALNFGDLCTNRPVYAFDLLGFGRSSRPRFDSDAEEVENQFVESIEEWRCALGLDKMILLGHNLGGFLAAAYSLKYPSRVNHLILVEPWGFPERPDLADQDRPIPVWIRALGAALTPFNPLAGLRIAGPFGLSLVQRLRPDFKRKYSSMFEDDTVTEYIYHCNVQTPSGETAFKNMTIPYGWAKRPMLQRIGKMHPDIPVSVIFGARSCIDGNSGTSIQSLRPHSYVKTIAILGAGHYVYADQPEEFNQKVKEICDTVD
hiPSC survival = enhancers of human iPSC single-cell survival. survival enhancement, % at 20 µM. AID 602274. hiPSC single-cell survival, ATPlite luminescence; 100% = ROCK inhibitor wells, 0% = DMSO. 360,000 compounds, 0.044% hits; in the data active means survival enhancement above about 18%;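 further: cells exposed to compounds for 16 hours before the ATP read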
Exocytosis inh = blocks lytic granule exocytosis | TALL-104 LAMP-1 surface exposure, flow cytometry; cells stimulated with thapsigargin and PMA | inhibition, % at 10 µM | 360,000 compounds, 0.66% hits;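 active means inhibition above about 55%, limit read from the data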
ABCB6 inh MLPCN = blocks the human ABCB6 transporter. fluorescence ratio to DMSO, % at 10 µM. 360,000 compounds, 0.19% hits. AID 602162. K562-ABCB6 porphyrin accumulation, flow cytometry, 1 h; active compounds read low. Q9NP58;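 active means fluorescence ratio to DMSO below 75%, the collection mean minus 3 SD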;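 further: signal is porphyrin accumulated inside mitochondria; 100% equals median channel fluorescence of DMSO control wells; lower ratio means ABCB6 inhibition with less porphyrin fluorescence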
* marks the source's active call; other numbers are inactive results; · = not tested or not shown.

SMILES	MC4R antagonist	Cardio protect	HTR2A ag	aDG glyco up	N-glyco inh	MC4R barr agon	ABHD5-PLIN5 inh	hiPSC survival	Exocytosis inh	ABCB6 inh MLPCN
CN(C(=O)COC(=O)C1COc2ccccc2O1)c1c(N)n(Cc2ccccc2)c(=O)[nH]c1=O (stereo unspecified)	6	3	5	-0.1	2	-4.2	2	0.1	-1	99
COc1cc(/C=C/C(=O)c2ccc(NS(=O)(=O)c3ccc(C)cc3)cc2)cc(OC)c1O	20	0	-6	0.2	-3	0.2	38*	-2.1	1	120
CCOCC(=O)Nc1cccc(-c2nc3cccnc3s2)c1C	1	-2	-4	-0.3	-1	-0.5	-7	-2.1	14	98
O=C(CSc1nnc2ccc(-c3ccccn3)nn12)Nc1ccc(F)cc1F	4	-2	-2	0.1	0	-1.8	10	0.1	-3	87
O=C1NC(=O)/C(=C\c2ccc(Cl)nc2)S1	-2	-6	-3	-0.2	2	2.4	4	0.1	-2	97
Cn1c(Cn2c3ccccc3c3ccccc32)n[nH]c1=S	-1	2	9	0.0	2	-2.2	-1	0.5	-1	97
O=S(=O)(NCCc1ccccc1)c1cccc2nsnc12	8	-3	2	-0.1	1	-0.2	4	1.9	1	101
Cc1cccc(NC(=S)NC2CC3CCCC(C2)N3Cc2ccco2)c1 (stereo unspecified)	-5	-3	-5	0.0	2	-0.6	-3	-2.1	10	95
CCn1c2ccccc2c2nnc(SCCN3CCOCC3)nc21	3	-4	3	-0.1	1	-0.2	-4	0.5	0	95
CC(C)C[C@H](NC(=O)C1(c2ccccc2)CCN(C(=O)[C@H]2CSCN2C(=O)OC(C)(C)C)CC1)C(=O)O	4	8	3	-0.3	2	-0.4	-2	1.2	-2	102
Cn1c(NCCOc2ccccc2)nc2cc(-c3ccc(F)cc3)sc2c1=O	13	1	-5	-0.2	-1	0.1	5	-1.4	-6	92
CCc1nc2ccc(C(=O)NC3CCN(Cc4ccccc4)CC3)cn2c1N(CC)Cc1cccc(Br)c1	18	-32	-7	3.6	-10	2.0	12	-0.9	19	97
O=[N+]([O-])c1ccc(COc2ccc(CN3CCOCC3)cc2)cc1	4	-26	-3	-0.1	-9	0.3	-7	-1.6	3	88
Cc1cc(C)c2c(N)c(C(=O)C(C)(C)C)sc2n1	3	1	5	-0.1	1	-0.6	-1	0.6	2	98
Cc1nc(C)n(CC(C)C(=O)N2CCN(S(=O)(=O)c3ccccc3)CC2)n1 (stereo unspecified)	26	1	-7	0.1	2	0.3	10	-0.4	2	103
Cn1c(N)c(C(=O)c2cc(-c3ccccc3)nc3ccccc23)c(=O)n(C)c1=O	1	-16	1	-0.1	0	-1.2	-5	-3.3	-2	96
COc1ccc(-n2c(C)nc3cc(C(=O)O)ccc32)cc1	2	-1	-2	-0.3	3	-1.6	4	2.2	0	95
COC(=O)C(CC(=O)CNC(=O)c1ccccc1)NC(=O)c1ccccc1 (stereo unspecified)	-2	1	-1	0.3	1	-2.1	5	0.5	13	99
Cc1c(/C=C2\NC(=O)NC2=O)c2ccccc2n1C	2	3	-2	-0.2	0	0.0	2	-0.2	2	95
CCOC(=O)c1[nH]c2ccc(OC)cc2c1NC(=O)NC(C)C	10	16	-1	-0.2	1	0.6	-3	-2.5	1	100
CC(C)c1ccc2oc(-c3ccc(NC(=O)c4ncn[nH]4)cc3)nc2c1	·	-6	·	0.9	-16	·	·	-0.8	0	83
Cc1ccc(NC(=O)Cn2nc(C(=O)Nc3ccc(C)cc3)ccc2=O)cc1	-1	7	-4	-0.1	1	-3.3	11	-0.3	0	94
COc1ccccc1OCC(=O)NNC(=O)C(=O)N1CCCC1	6	1	1	0.1	2	-0.6	4	1.3	-5	99
COCCn1c(SCC(=O)Nc2cc(OC)ccc2OC)nc2c(c1=O)SC(C)C2 (stereo unspecified)	-8	8	2	0.1	5	-2.1	0	-0.6	2	90
COC(=O)c1ccc2nc(-c3ccc(OC)c(OC)c3)c(Cc3cccc(F)c3)n2c1	·	·	6	0.8	·	·	-3	-0.9	-2	108

Only aDG glyco up, MC4R antagonist and ABCB6 inh MLPCN, for 2 of the compounds above:
compound,aDG glyco up,MC4R antagonist,ABCB6 inh MLPCN
Cc1ccc(NC(=O)Cn2nc(C(=O)Nc3ccc(C)cc3)ccc2=O)cc1,-0.1,-1,94
COc1ccccc1OCC(=O)NNC(=O)C(=O)N1CCCC1,0.1,6,99

Next part
SMILES	MC4R antagonist	Cardio protect	HTR2A ag	aDG glyco up	N-glyco inh	MC4R barr agon	ABHD5-PLIN5 inh	hiPSC survival	Exocytosis inh	ABCB6 inh MLPCN
O=C(NNC(=O)c1ccc(-n2cncn2)c([N+](=O)[O-])c1)c1cccc(Cl)c1	2	4	-6	-0.3	-1	-4.6	6	-0.5	-1	105
CCCCN1CC(C(=O)NC2CCCCC2)CC1=O (stereo unspecified)	-6	7	2	-0.1	1	-1.3	2	1.0	-4	96
CN(CC(=O)Nc1ccccc1Cl)C(=O)CSc1ncc(C(F)(F)F)cc1Cl	3	1	4	-0.1	-2	-0.9	2	-1.0	-2	95
COc1cc(/C=C(\C#N)C(=O)Nc2ccccc2)ccc1OCCN1CCOCC1	-5	54*	7	0.2	0	-1.4	0	-0.5	3	103
Cc1cc(C)n2c(Nc3c(C)cccc3C)c(-c3ccccn3)nc2n1	·	·	-4	0.7	·	·	-5	-0.2	-8	204
CCCC(=O)Nc1ccc(S(=O)(=O)Nc2nccs2)cc1	9	-3	3	0.0	1	1.9	-7	-0.2	14	106
COc1ccc(-c2noc(CCC(=O)Nc3ccc4c(c3)OCCO4)n2)cc1	5	-27	0	0.8	-1	-2.2	4	-1.9	0	93
CC(=O)NCCNc1nc(NC(C)C)nc2cc(-c3ccccc3)sc12	7	8	2	0.5	5	-0.7	2	-2.3	4	93
Cc1ccc2c(C)nc(Nc3nc(CSc4nnnn4-c4ccccc4)cc(=O)[nH]3)nc2c1	-5	27	0	0.1	-11	0.1	0	-1.0	0	97
Cc1ccc(-c2nc3ncccc3o2)cc1NC(=O)c1cccs1	14	2	-5	0.1	1	-1.0	-2	-1.7	-2	101
OC[C@@H]1CN(Cc2ccc(F)cc2)C[C@H](n2cnc3c(NC4CCCC4)ncnc32)O1	5	11	0	-0.1	0	-2.3	13	-0.2	-5	92
CCOC(=O)c1cc(-c2ccc3c(c2)OCCO3)n[nH]1	-12	-8	-5	0.4	-7	-0.8	4	-1.9	5	95
CCN(CC)CCNC(=O)c1ccc(NC(=O)c2ccc(S(=O)(=O)N3CCCCCC3)cc2)cc1	5	0	-11	0.0	1	-1.3	1	-0.5	-1	97
CC(C)CC(=O)Nc1ccc(N2CCN(S(C)(=O)=O)CC2)cc1	13	4	1	-0.2	2	-1.9	0	0.3	1	98
CCOC(=O)c1c(NC(=O)Cn2cnc3scc(-c4ccc(C)cc4)c3c2=O)sc(C)c1C	2	1	3	0.5	-4	4.3	6	0.8	1	98
Cc1noc(C)c1COc1ccc(C(=O)NNC(=O)c2ccccc2O)cc1	19	27	-10	-0.1	-6	2.2	10	-0.4	-2	97
O=C(NCc1nnnn1-c1cccc(F)c1)c1ccc(S(=O)(=O)N2CCOCC2)cc1	-1	-2	2	0.3	1	3.0	14	1.2	0	103
Cc1ccccc1CC(=O)N1CC(C)OC(C)C1 (stereo unspecified)	-1	-5	1	-0.1	0	-0.9	2	0.5	-5	90
CN1CCN(C(=O)c2ccc(NC(=O)c3ccc(Br)o3)cc2)CC1	·	·	4	0.0	·	·	0	-0.2	-2	97
Cc1ccc(C)c(SCC(=O)OC/C(O)=C(\C#N)c2nc3ccccc3[nH]2)c1	-10	-10	8	2.4	8	17*	11	-2.4	2	115
COc1ccc(OC)c(NC(=O)c2cccnc2Sc2ccccc2)c1	4	2	-3	-0.3	3	-0.3	6	-0.4	0	96
Cc1cccc(C(=O)O[C@@H]2[C@H](Cc3ccccc3)NS(=O)(=O)[C@H]3C[C@@H]4C=C[C@]23O4)c1	8	3	-6	0.1	0	-0.3	-9	4.9	0	97
CC(=O)NC(=S)Nc1ccc(NC(=O)c2cccnc2)cc1	5	-4	-3	-0.1	0	2.5	-1	1.0	5	98
CC(C)(C)OC(=O)N1CCCN(C(c2ccnc3ccccc23)c2nnnn2-c2ccc3c(c2)OCCO3)CC1 (stereo unspecified)	·	·	-1	0.0	·	·	5	-0.1	-6	96
C=CCn1c(-c2ccccc2)cc(SC)c(C#N)c1=O	-4	-10	-10	0.0	0	12*	-4	0.8	0	101

Next results.
SMILES	MC4R antagonist	Cardio protect	HTR2A ag	aDG glyco up	N-glyco inh	MC4R barr agon	ABHD5-PLIN5 inh	hiPSC survival	Exocytosis inh	ABCB6 inh MLPCN
CC1CCCCN1C(=O)COC(=O)C1CCN(S(=O)(=O)c2ccc3c(c2)OCCO3)CC1 (stereo unspecified)	7	-6	-5	-0.3	1	-1.3	0	-0.4	-2	98
Clc1ccc(Nc2nc3cccnc3s2)cc1	-1	-5	0	-0.1	-2	0.1	4	-0.1	-16	99
Cn1c(=O)[nH]c(=O)c2[nH]c(CO)nc21	15	0	3	0.1	0	-1.1	-2	1.3	3	111
CCS(=O)(=O)NCc1cn2c(C)csc2n1	10	5	2	-0.1	0	-0.7	-1	-0.2	-2	112
CC(C)(C)S(=O)N1Cc2cc(C(=O)NCCCN3CCOCC3)nc(-c3cccc(-c4cc5ccccc5o4)c3)c2[C@@H]1CCO (stereo partly specified)	·	11	-8	-0.2	2	·	17	-0.4	44	100
COC(=O)C1=C(C)N(Cc2ccccc2)C(=NCc2cc(OC)c(OC)c(OC)c2)N[C@H]1c1ccc(Br)cc1	3	4	-4	0.1	-5	1.4	18	-4.3	-5	97
COCCNC(=O)CSc1nc2ccccc2c(=O)n1-c1cccc(OC)c1	0	0	2	0.1	-2	-0.7	6	-0.2	-3	115
CCn1c(=O)c([N+](=O)[O-])c(N2CCSCC2)c2ccccc21	-2	-10	1	-0.2	-1	-1.7	3	0.3	18	100
COc1ccc(-n2nnnc2/C(=C/N(C)C)C(=O)c2ccccc2)cc1	-2	-2	-4	-0.1	0	0.1	1	-0.6	2	99
O=C(O)/C=C/C(=O)Nc1ccc(NC(=O)c2ccccc2)c(Cl)c1	1	14	7	-0.2	5	4.5	9	-0.8	2	102
CC(C)CNC(=S)Nc1ccc(F)cc1	8	-7	0	-0.2	-2	-0.8	-4	-0.8	1	99
COc1cc(N(C(C)=O)c2ccc(O)c(C(=O)O)c2)c2ncccc2c1	4	-4	1	0.3	6	-1.5	-6	3.2	24	96
COc1cc(/C=C/c2nc(N)nc(-c3ccccc3O)n2)cc(OC)c1OC	13	47	-2	3.8	1	4.0	2	0.7	25	98
COc1ccc(-c2noc(=O)n2Cc2cc(C)ccc2C)cc1	10	-11	3	0.0	10	-1.7	-1	0.0	17	98
Nc1ccccc1Nc1cc(-c2ccccc2)[nH]n1	-5	-9	4	0.2	-11	-0.3	8	-0.8	2	123
COc1ccc(CNC(=O)C(C#N)c2nc3ccccc3nc2N2CCCC2)cc1 (stereo unspecified)	-3	-9	0	0.1	2	-2.4	5	5.9	0	101
CC1CCN(S(=O)(=O)c2ccc(S(=O)(=O)NCc3ccco3)cc2)CC1	-4	0	0	0.1	-1	1.3	-4	-0.8	-2	92
